Source: PubChem (several laboratories)
BH1578 lux ind: inducers of Vibrio cholerae quorum light production without autoinducers; 350,000 compounds, 0.16% hits; V. cholerae BH1578 lux reporter, luminescence, 6 h; activation, % at 18.7 µM; in the data active = activation mostly above about 9.7%, no sharp cut-off; inconclusive = no clear call, values can overlap the other calls; inactive = mostly below about 3.7%; note: not every result past the cut was called active; inactives centre near 0; reference of the scale not given here
SSB-PriA inh: inhibitors of Klebsiella pneumoniae PriA binding to SSB C-terminal tail; AlphaScreen SSBct-PriA binding, biotinylated peptide; inhibition, % at 33 µM; 430,000 compounds, 0.6% hits; in the data active = inhibition mostly above about 37%, no sharp cut-off; inactive = mostly below about 20%;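 note: plate controls were negative control peptide for no effect and reference peptide for full effect; strong numbers were not always called active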
Yp Topo-I inh: Y. pestis Topo-I inhibition via cleavage products; AID 504884; 360,000 compounds, 0.064% hits; activity, % at 10 µM; Y. pestis Topo-I cleavage product accumulation, plate reader; in the data active = activity above about 50%, passing the limit was not always enough; inconclusive = no clear call, values can overlap the other calls; note: inactives centre near 2
3CLpro inhibitor: SARS-CoV 3CLpro protease inhibition. recombinant SARS-CoV 3CLpro, quenched FRET peptide cleavage. inhibition, % at 6 µM. P0C6X7. AID 1706. 290,000 compounds, 0.14% hits; in the data active = inhibition above about 12%
TcdB GH inh: inhibitors of Clostridioides difficile toxin B glycohydrolase; P18177; TcdB glycohydrolase enzymatic assay, plate reader; inhibition, % at 9.99 µM; 350,000 compounds, 0.24% hits; in the data active = inhibition above about 10%
VHR inh abs: inhibitors of human VHR1 phosphatase (DUSP3) | P51452 | recombinant VHR phosphatase, pNPP absorbance | inhibition, % at 13.3 µM | 290,000 compounds, 0.52% hits; in the data active = inhibition above about 50%; note: some compounds called inactive have numbers as strong as hits
MazF activator: increases E. coli MazEF RNase cleavage of RNA; FAM/BHQ RNA-DNA oligo cleavage fluorescence, 5 h; activation, % at 20 µM; 350,000 compounds, 0.32% hits; AID 504720; in the data active = activation above about 50%
Target sequence (P0AE70 whole entry, looked up): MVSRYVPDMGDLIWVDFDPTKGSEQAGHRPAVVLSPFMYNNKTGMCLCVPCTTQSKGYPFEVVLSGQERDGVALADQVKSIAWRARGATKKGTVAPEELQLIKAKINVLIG
PfHsp40 rescue: rescue of PfHsp40-mediated yeast toxicity. S. cerevisiae expressing PfHsp40, growth rescue, ATP luminescence. growth rescue, % at 12.5 µM. 340,000 compounds, 0.68% hits. AID 504582; in the data active = growth rescue above about 28%, passing the limit was not always enough; inconclusive = no clear call, values can overlap the other calls;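 note: yeast W303a lacking pdr1 and pdr3 grown in galactose medium; growth measured after three days at 30 °C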
Anthrax LF inh2: blocks Bacillus anthracis lethal factor protease; P15917; multiplex microsphere protease cleavage assay, LF; inhibition, % at 10 µM; 360,000 compounds, 0.12% hits; AID 588501; in the data active = inhibition above about 30%; inconclusive = no clear call, values can overlap the other calls; note: plate controls were buffer without enzyme for full effect and enzyme alone for no effect
Target sequence (P15917 whole entry, looked up): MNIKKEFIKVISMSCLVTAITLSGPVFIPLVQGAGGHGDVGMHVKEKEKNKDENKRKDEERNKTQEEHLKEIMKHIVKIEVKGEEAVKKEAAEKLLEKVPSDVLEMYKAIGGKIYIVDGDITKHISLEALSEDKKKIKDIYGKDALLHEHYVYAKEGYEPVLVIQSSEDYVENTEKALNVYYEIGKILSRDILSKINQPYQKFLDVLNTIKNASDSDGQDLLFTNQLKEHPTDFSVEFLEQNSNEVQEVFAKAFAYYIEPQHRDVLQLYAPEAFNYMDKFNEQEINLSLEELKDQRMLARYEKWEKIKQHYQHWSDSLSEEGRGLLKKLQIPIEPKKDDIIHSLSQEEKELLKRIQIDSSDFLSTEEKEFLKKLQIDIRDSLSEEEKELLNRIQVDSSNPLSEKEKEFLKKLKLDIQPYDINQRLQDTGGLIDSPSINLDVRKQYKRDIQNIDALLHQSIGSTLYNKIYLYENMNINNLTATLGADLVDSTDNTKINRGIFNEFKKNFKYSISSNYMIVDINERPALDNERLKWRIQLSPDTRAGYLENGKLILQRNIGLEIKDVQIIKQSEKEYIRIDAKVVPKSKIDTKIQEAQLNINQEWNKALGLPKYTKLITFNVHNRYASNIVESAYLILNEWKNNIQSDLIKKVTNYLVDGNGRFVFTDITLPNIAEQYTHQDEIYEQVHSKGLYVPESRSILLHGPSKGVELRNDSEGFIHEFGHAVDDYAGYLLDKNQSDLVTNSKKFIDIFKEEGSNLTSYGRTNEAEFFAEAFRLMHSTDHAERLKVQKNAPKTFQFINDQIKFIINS
Rv3671c protease: Rv3671c (M. tuberculosis) protease inhibition; P9WHR9; inhibition, % at 5.96 µM; 320,000 compounds, 0.048% hits; AID 2606; in the data active = inhibition above about 38%;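 note: extracellular domain of Rv3671c used as enzyme; 0% = enzyme with DMSO and 100% = no enzyme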
* hit, by the source's call; i = inactive; ? = inconclusive; · = not tested or not shown; & = joins results of further samples. Some of the compounds tested. The share of hits here may be higher or lower than overall.

SMILES | BH1578 lux ind | SSB-PriA inh | Yp Topo-I inh | 3CLpro inhibitor | TcdB GH inh | VHR inh abs | MazF activator | PfHsp40 rescue | Anthrax LF inh2 | Rv3671c protease
Cc1ccc(CC(=O)NNC(=O)c2cccs2)cc1C | i | -8 | -2 | · | -1.0 | · | -3 | 0.2 | -3 | ·
CC1CCCC(NS(=O)(=O)c2cc(Br)cnc2N)C1C (stereo unspecified) | -2.6 | -6 | -1 | 1 | -0.2 | -14 | 1 | -0.1 | · | 2
COc1ccc(N2CC(C(=O)Nc3nc4ccccc4s3)CC2=O)cc1 (stereo unspecified) | -1.0 | -8 | -4 | 6 | -0.5 | 10 | 11 | 1.4 | 0 | -2
COc1ccc(C(=O)Nc2ccc(NC(=O)C3CC3)cn2)cc1 | i | -9 | -4 | 3 | 0.3 | -3 | 11 | 1.4 | 1 | 4
COc1ccc2cc(C(=O)C3CCCN(C(=O)CSc4nnc(C)o4)C3)ccc2c1 (stereo unspecified) | i | 8 | 6 | 4 | 0.8 | 8 | 6 | -1.0 | 0 | -12
OCCC1CN(Cc2cnc(-c3ccccc3)s2)CCN1C1CCCC1 (stereo unspecified) | -0.2 | 0 | 0 | 1 | 0.5 | 30 | -10 | -1.1 | 0 | -8
O=C(Nc1cc(C(F)(F)F)ccc1N1CCOCC1)C1Cc2ccccc2CN1C(=O)c1ccco1 (stereo unspecified) | 6.1 | -5 | 12 | 5 | · | -3 | -7 | 0.5 | 2 | -10
COC(=O)c1cc(Cl)nc2ccccc12 | -0.2 | 1 | -3 | 5 | 1.3 | 18 | -15 | -1.2 | -3 | 2
Cc1ccc(NC(=O)CSCc2c(C)noc2C)cc1C | -0.5 | 4 | 9 | 2 | · | 8 | -7 | -0.1 | 2 | -6
CCOc1ccc(NC(=O)C2C(c3ccccc3)C2(Cl)Cl)cc1 (stereo unspecified) | i | 2 | -6 | 5 | -0.4 | -8 | 16 | 6.3 | -12 | -4
NC(=O)NCC(c1ccccc1)C1CCCCC1 (stereo unspecified) | 2.8 | -4 | 8 | 2 | -0.7 | 11 | 3 | -0.6 | -3 | 1
CCOC(=O)CC(=O)CSc1nc2nc(C)cc(C)n2n1 | i | -13 | 3 | -2 | · | -15 | 0 | -0.1 | -2 | -1
O=C(Nc1ccc(NC(=O)c2ccco2)cc1)c1ccc2c(c1)OCCO2 | -0.5 | -13 | -1 | 5 | -0.7 | 13 | -3 | -0.2 | -4 | -23
COc1ccc(-c2sc3ccc(N4CCOCC4)cc3c2-c2ccc(O)cc2)cc1 | -0.3 | 1 | -3 | · | 0.9 | · | 3 | 0.4 | -9 | 3
COc1cc(C(C(=O)NC2CCCC2)N(Cc2ccco2)C(=O)c2snc(C(N)=O)c2N)cc(OC)c1OC (stereo unspecified) | -0.4 | -8 | 7 | 0 | -0.5 | 23 | -5 | -1.8 | 2 | 5
O=[N+]([O-])c1ccc(Cl)c(/C=N/N2CCN(Cc3ccccc3Cl)CC2)c1 | 0.0 | · | 3 | -3 | · | 10 | -10 | 5.3 | -4 | 2
CN(C)c1nc(=NCc2cccs2)ss1 | -0.8 | -5 | 2 | · | 2.6 | · | -5 | -0.1 | -4 | ·
COc1cc(C(=O)Nc2nc(C)c(Cc3ccc4c(c3)OCO4)s2)cc(OC)c1OC | -0.3 | 16 | 19 | 1 | · | 17 | -10 | -1.0 | -2 | -28
Cc1onc(-c2ccccc2)c1C(=O)Nc1sc2c(c1C#N)CCC2 | -0.3 | -5 | 1 | 2 | · | 8 | -21 | 0.8 | -1 | -1
CN=C(Nc1ccccc1OC)SC1CC(=O)N(c2ccc(C(=O)OC)cc2)C1=O (stereo unspecified) | i | 6 | 3 | -2 | · | 34 | -7 | -0.3 | -4 | 8
CC1CN(C(=O)COC(=O)c2ccc(O)cc2)CC(C)O1 (stereo unspecified) | -5.6 | 1 | 0 | -1 | -0.4 | 21 | 4 | -1.4 | 8 | 0
COCCNC(=S)Nc1ccc(Cl)c(Cl)c1 | -0.5 | 6 | -4 | 7 | -4.9 | 34 | 6 | 1.8 | 0 | -8
CN(C)S(=O)(=O)c1ccc(NC(=O)Cc2ccc(S(=O)(=O)N3CCOCC3)s2)cc1 | i | -9 | 2 | 6 | 0.3 | 15 | -1 | 0.1 | 9 | -13
CC(C)=CCCC(C)NC(=O)NC1CCCCC1 (stereo unspecified) | · | -1 | 3 | 0 | · | -3 | -2 | -0.1 | -1 | 0
Cc1cc(Cl)ccc1-c1nc(NCCN(C)C)nc2ccsc12 | i | · | 0 | · | 2.0 | · | · | · | -4 | ·

Just BH1578 lux ind, for some of the entries so far:
SMILES | BH1578 lux ind
CCOC(=O)CC(=O)CSc1nc2nc(C)cc(C)n2n1 | i
CN(C)S(=O)(=O)c1ccc(NC(=O)Cc2ccc(S(=O)(=O)N3CCOCC3)s2)cc1 | i

Additional entries.
SMILES | BH1578 lux ind | SSB-PriA inh | Yp Topo-I inh | 3CLpro inhibitor | TcdB GH inh | VHR inh abs | MazF activator | PfHsp40 rescue | Anthrax LF inh2 | Rv3671c protease
Cn1cnc([N+](=O)[O-])c1S(=O)(=O)c1ccc(Cl)cc1 | -5.6 | -3 | 0 | 4 | -4.5 | 2 | 6 | 0.4 | -1 | ·
O=C(C1CC(=O)N(c2ccc(Cl)cc2)C1)N1CCC(c2nc3ccccc3[nH]2)CC1 (stereo unspecified) | -1.2 | -2 | 11 | · | 2.5 | · | -11 | 0.0 | 4 | 3
COC(=O)Cc1ccc(N(Cc2ccccc2F)S(=O)(=O)c2ccc(Br)cc2)cc1 | -0.2 | -15 | 26 | 4 | 0.7 | 37 | -3 | 0.8 | 0 | -19
Cc1cnc(NC(=O)CSc2nnc(C)s2)s1 | · | -1 | 3 | 3 | · | 19 | 8 | -0.6 | 1 | -1
Cc1csc(N)n1 | i | -1&-6 | 9 | 0 | 1.4 | -3 | 10 | 2.4 | 10 | -3
CCCCCCC(=O)c1c(O)n(-c2ccc(OC)cc2)c(=O)[nH]c1=O (tested in a mixture with another compound) | i | · | -1 | 1 | 0.5 | 26 | -1 | -1.6 | -12 | -3
Cc1oc2ccc(OC(=O)c3cccs3)cc2c1C(=O)OC(C)C | i | -28 | 38 | 1 | 0.3 | -5 | -8 | 2.7 | -2 | -16
CCOc1ccccc1/C=C(/NC(=O)c1ccccc1)C(=O)N(CC)CC | i | -14 | 13 | 1 | 0.5 | 1 | 1 | 2.5 | -2 | 2
Cc1ccc(C)c(S(=O)(=O)N2CCN(C(=O)Cc3ccsc3)CC2)c1 | 0.7 | -14 | 23 | 3 | 1.3 | -12 | -3 | ? | -2 | -2
COc1ccc([N+](=O)[O-])cc1NC(=O)C(C)OC(=O)C1CCC1 (stereo unspecified) | i | 8 | -4 | · | 1.5 | · | 5 | -0.9 | -2 | -1
CCOc1cccc(C(=O)Nc2ccc3oc(-c4cccnc4)nc3c2)c1 | -0.5 | -3 | 32 | -2 | -0.5 | 25 | 0 | -1.1 | 7 | 5
C/C(=N\NC(=S)NCc1ccccc1)c1cccc(Br)c1 | -0.3 | · | 28 | 0 | 0.5 | -10 | -2 | 136* | -1 | -18
O=C(COc1ccc(Br)cc1)Nc1ccc(NC(=O)c2ccccc2)cc1 | -0.5 | 5 | -4 | 6 | -0.6 | -5 | -26 | 0.1 | 2 | 7
COc1ccc(C2CC(c3cccs3)=NN2C(=O)c2ccco2)cc1OC (stereo unspecified) | -0.6 | -4 | 0 | 3 | 1.7 | -15 | 5 | · | · | 2
CNc1ccc2nnc(C(F)(F)C(F)(F)C(F)(F)F)n2n1 | -0.3 | -4 | 11 | 3 | 0.7 | 11 | 5 | 7.4 | -2 | -2
O=c1[nH]c(CS(=O)(=O)c2ccccc2)nc2ccccc12 | i | -1 | 1 | -1 | · | -5 | 9 | 0.6 | 2 | 6
O=C(Cn1[nH]c(=O)c2ccccc2c1=O)OCC(=O)N(Cc1ccccc1)Cc1ccccc1 | -3.6 | 4 | 44 | -3 | · | -17 | -3 | 3.8 | 1 | -2
Cc1cc(NC(=O)COC(=O)C2CSC3(C)CCC(=O)N23)ccc1Br (stereo unspecified) | i | -5 | 16 | · | 0.2 | · | 0 | -0.7 | -9 | -1
CC1CCc2sc(C(=O)N3CCC(C(N)=O)CC3)cc2C1 (stereo unspecified) | -0.6 | -8 | 2 | · | 0.9 | · | 2 | -1.4 | -2 | 7
CC(=O)OCC(=O)C1(O)CCC2C3CCC4=CC(=O)CCC4(C)C3(Cl)C(O)CC21C (stereo unspecified) | · | -7 | 5 | · | 0.7 | · | 4 | -0.9 | 1 | ·
CCOC(=O)c1ccc(Nc2nnc(C(C)(C)C)c(=O)[nH]2)cc1 | 2.9 | 7 | -11 | 2 | · | 15 | -6 | -0.2 | -1 | -10
COc1ccc(C(C[N+](=O)[O-])c2c(C)cc3ccccn23)cc1 (stereo unspecified) | i | -13 | 6 | 0 | -0.3 | 26 | -4 | 0.0 | 4 | -7
COc1cc2c(cc1[N+](=O)[O-])-c1ccccc1C2 | i | -18 | -3 | · | 2.3 | · | 32 | 0.0 | -3 | ·
FC(F)(F)c1cccc(CN2CCC(c3cc(-c4cccs4)n[nH]3)CC2)c1 | i | 6 | 26 | -3 | 1.7 | 20 | -4 | 0.2 | -2 | -2
CCOC(=O)/C(C#N)=C1\CC2CCC1(C)C2(C)C (stereo unspecified) | · | -4 | -4 | -3 | 0.4 | 8 | -14 | -1.2 | -3 | 1
Going on with the list.
SMILES | BH1578 lux ind | SSB-PriA inh | Yp Topo-I inh | 3CLpro inhibitor | TcdB GH inh | VHR inh abs | MazF activator | PfHsp40 rescue | Anthrax LF inh2 | Rv3671c protease
COC(=O)c1ccc(NC(=O)Nc2ccc3c(c2)OCO3)cc1 | -0.5 | -8 | -5 | -3 | -0.3 | 2 | 5 | -1.2 | -2 | -3
CC(C)C[C@H]1CN([C@@H](Cc2ccc(O)cc2)CN2CCC[C@@H]2CN2C(=O)C(=O)NC[C@@H]2Cc2ccccc2)C(=O)C(=O)N1CC1CCCCC1 | i | -2 | 24 | · | -0.9 | · | 7 | 0.1 | -3 | ·
OC(C#CCCN1CCCCC1)(c1ccccc1)C1CCCCC1 (stereo unspecified) | i | 3 | -14 | 3 | 2.5 | 8 | 0 | -1.7 | -7 | 5
CC(C)(C)NCC(O)COCc1ccc(Cl)cc1 (stereo unspecified) | -3.2 | -15 | 5 | -4 | · | 5 | 3 | -0.9 | 0 | -10
Cc1ncc2c(n1)-c1cc(F)ccc1SC2 | -2.0 | -10 | 3 | 5 | 0.2 | 18 | 5 | 0.3 | -16 | -3
CCN1CCN(c2ccc(S(=O)(=O)N3CCCCC3)cc2NC(=O)c2cccc(Cl)c2)CC1 | i | 10 | 5 | · | -2.1 | · | -2 | 1.6 | -6 | -6
O=C(Nc1nccs1)c1ccc(COc2ccccc2Cl)o1 | -0.4 | -7 | 0 | 1 | -0.2 | -5 | 8 | -0.3 | -4 | -14
C[C@H](CO)N1C[C@H](C)[C@H](CN(C)S(=O)(=O)c2cn(C)cn2)OCc2cnnn2CCCC1=O | -0.2 | · | -7 | · | 1.3&-0.7 | · | 0 | · | 0 | ·
Cc1cc(C(=O)CSc2nnc(NCc3ccccc3)s2)c(C)n1C | 0.5 | 17 | 30 | 1 | · | 15 | 3 | -0.2 | -1 | -4
O=S1(=O)CCC(NC(=S)Nc2ccc3ccccc3c2)C1 (stereo unspecified) | -0.5 | 3 | 4 | 4 | 1.7 | 5 | 0 | 1.4 | ? | -9
